Screening results deposited in PubChem by Sanford-Burnham Center for Chemical Genomics.
SENP1 inh – human SENP1 catalytic domain inhibitors, primary screen, biochemical, FRET, uHTS. Sentrin-specific protease 1 (Homo sapiens), Q9P0U3. recombinant SENP1 catalytic domain, CyPet-SUMO1-YPet FRET cleavage. inhibition, % at 10 µM. hit rate 0.21% among 360,000;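 active = inhibition at least 30% at 10 µM, raw YFP signal under a set limit, fluorescence ratio 0.5 to 1.5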;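 also: 0% = enzyme with DMSO and 100% = no enzyme wells; some results filed as inactive read as strong as hits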
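system = hSENP1 catalytic domain, recombinant | reagent = SFCypet-SUMO1-SFYpet substrate at 25 nM | doses = one dose per compound, 10 µM, 0.5% DMSO | incubation = enzyme reaction for 50 min at room temperature, dark | measured by = FRET, CFP and YFP emission | controls = no-enzyme low, enzyme-DMSO high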
APOBEC3G inh – APOBEC3G DNA deaminase inhibitors, primary screen, biochemical, fluorescence, single-stranded DNA substrate, uHTS | DNA dC->dU-editing enzyme APOBEC-3G (Homo sapiens), Q9HC16 | recombinant A3G, ssDNA deamination FAM/TAMRA fluorescence | inhibition, % at 20 µM | hit rate 0.28% among 330,000 | AID 493012, 2011;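 active = inhibition of at least 40% at 20 µM, with no more than 30% in the related APOBEC3A deaminase screen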;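 also: plate controls were DMSO wells with A3G for no effect and wells lacking A3G enzyme for full effect; some compounds called inactive have numbers as strong as hits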
Apaf-1 inh – inhibitors of human Apaf-1 apoptosome, primary screen, biochemical, DEVD-Rh110 fluorescence, uHTS; inhibition, % at 20 µM; Apoptotic protease-activating factor 1 (Homo sapiens), O14727; reconstituted apoptosome caspase-3 activity; hit rate 0.71% among 330,000; active = inhibition of at least 40% at 20 µM;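 also: plate controls were DMSO wells for no effect and DEVD-CHO caspase inhibitor wells for full effect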
Target sequence (O14727 whole entry, looked up): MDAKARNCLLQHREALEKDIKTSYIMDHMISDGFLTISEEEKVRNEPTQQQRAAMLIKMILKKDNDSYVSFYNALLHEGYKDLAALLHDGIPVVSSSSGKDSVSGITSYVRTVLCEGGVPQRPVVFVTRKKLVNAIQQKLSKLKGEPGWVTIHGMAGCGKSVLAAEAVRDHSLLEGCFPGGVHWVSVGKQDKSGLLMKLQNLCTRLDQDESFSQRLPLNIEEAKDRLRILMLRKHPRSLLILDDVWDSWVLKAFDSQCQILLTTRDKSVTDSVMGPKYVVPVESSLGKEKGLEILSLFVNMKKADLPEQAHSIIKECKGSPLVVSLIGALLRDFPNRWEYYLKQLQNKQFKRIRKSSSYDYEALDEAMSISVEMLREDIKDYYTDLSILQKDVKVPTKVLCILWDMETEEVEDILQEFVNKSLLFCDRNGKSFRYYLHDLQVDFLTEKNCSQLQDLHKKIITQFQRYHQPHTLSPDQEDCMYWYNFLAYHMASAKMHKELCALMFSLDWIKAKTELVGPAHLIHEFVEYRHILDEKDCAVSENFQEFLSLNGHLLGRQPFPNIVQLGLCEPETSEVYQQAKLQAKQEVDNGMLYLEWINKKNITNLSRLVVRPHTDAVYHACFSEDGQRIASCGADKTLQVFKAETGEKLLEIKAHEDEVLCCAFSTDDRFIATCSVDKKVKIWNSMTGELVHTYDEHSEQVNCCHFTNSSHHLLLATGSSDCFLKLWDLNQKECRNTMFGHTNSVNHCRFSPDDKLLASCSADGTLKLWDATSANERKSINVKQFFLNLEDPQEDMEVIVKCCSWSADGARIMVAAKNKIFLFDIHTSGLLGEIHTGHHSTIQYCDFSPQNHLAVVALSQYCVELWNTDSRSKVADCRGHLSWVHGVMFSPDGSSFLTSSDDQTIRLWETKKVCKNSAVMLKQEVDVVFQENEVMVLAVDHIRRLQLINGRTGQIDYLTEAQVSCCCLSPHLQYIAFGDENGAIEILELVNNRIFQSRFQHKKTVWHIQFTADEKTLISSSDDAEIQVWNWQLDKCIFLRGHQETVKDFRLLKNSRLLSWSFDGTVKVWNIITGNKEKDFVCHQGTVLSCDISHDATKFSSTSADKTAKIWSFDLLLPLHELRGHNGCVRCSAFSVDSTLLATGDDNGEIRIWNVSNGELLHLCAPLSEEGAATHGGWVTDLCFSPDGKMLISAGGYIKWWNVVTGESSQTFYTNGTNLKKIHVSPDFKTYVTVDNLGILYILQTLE
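Material: reconstituted apoptosome with Apaf-1, cytochrome c, caspase-9, procaspase-3, dATP; medium: pH 7.5 Hepes buffer with CHAPS, BSA, DTT; also added: cytochrome c and DEVD-Rh110 substrate; timing: 30 min plus 50 min, RT; signal: Rh110 fluorescence intensity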
UBC13 inh – UBC13 polyubiquitin chain formation inhibitors, primary screen, biochemical, TR-FRET, uHTS | inhibition, % at 20 µM | Ubiquitin-conjugating enzyme E2 N (Homo sapiens), P61088 | hit rate 0.47% among 330,000; in the data active = inhibition above about 45%, passing the limit was not always enough
SENP7 inh – SENP7 protease inhibitors, primary screen, biochemical, luminescence, uHTS | recombinant SENP7, Z-RLRGG-aminoluciferin luminescence, 40 min | inhibition, % at 5 µM | hit rate 1.5% among 330,000;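 active = inhibition above about 50% at the single test dose, limit read from the data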;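 also: plate controls were DMSO with enzyme for no effect and no enzyme buffer wells for full effect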
SENP8 block-1 – SENP8 protease inhibitors, primary screen, biochemical, luminescence. Sentrin-specific protease 8 (Homo sapiens), Q96LD8. inhibition, % at 10 µM. purified SENP8, Z-RLRGG-aminoluciferin cleavage. hit rate 1.2% among 330,000. AID 2540, 2010; in the data active = inhibition above about 50%
SENP6 block – SENP6 protease inhibitors, primary screen, biochemical, luminescence, uHTS | Sentrin-specific protease 6 (Homo sapiens), Q9GZR1 | Recombinant SENP6 catalytic domain, aminoluciferin luminescence | inhibition, % at 10 µM | hit rate 1.8% among 330,000 | AID 2599, 2010;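 active = inhibition above about 50% at the single tested dose, limit read from the data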;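 also: plate controls were DMSO wells with enzyme for no effect and DMSO wells lacking enzyme for full effect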
SENP8 block-2 – human SENP8 protease inhibitors, primary screen, biochemical, fluorescence, Nedd8 protein substrate, uHTS | AID 602440, 2012 | hit rate 0.64% among 360,000 | inhibition, % at 20 µM | recombinant SENP8 | Sentrin-specific protease 8 (Homo sapiens), Q96LD8; in the data active = inhibition mostly above about 40%, no sharp cut-off; inactive = mostly below about 27%
The depositor's hits bear a star; i = inactive; . = not tested or not shown. The order is random. Share with any hit: about 3.6%.

Below each compound: SENP1 inh	APOBEC3G inh	Apaf-1 inh	UBC13 inh	SENP7 inh	SENP8 block-1	SENP6 block	SENP8 block-2
COC(=O)COc1cc(=O)oc2ccc(NS(=O)(=O)c3ccccc3)cc12
→ 3	-3	1	31	3	0	-15	-39
CCCCN1C(=O)CC(Nc2ccc(CC)cc2)C1=O (configuration not stated)
→ 5	-6	-18	2	-4	3	-18	27
COc1ccc(N2C(=O)CSC23C(=O)N2CCCc4cccc3c42)cc1 (configuration not stated)
→ 2	-7	0	5	1	4	8	33
CCOC(=O)c1sc(-c2ccc(F)cc2)cc1N
→ 3	-10	8	0	1	-15	11	-228
CCOC(=O)C1=C(C)N(C[C@@H]2CC[C@@H](Cc3ccc(-c4ccccc4)cc3)O2)C(=O)NC1c1ccc(SCc2ccco2)c([N+](=O)[O-])c1 (some centres not stated)
→ -10	2	23	.	-11	.	.	10
O=C(Nc1ccccc1F)C1CCCN1S(=O)(=O)c1ccc(Cl)cc1 (configuration not stated)
→ 1	-1	-5	24	-1	-5	-3	8
Nc1nc(SCC(=O)O)[nH]c(=O)c1NC(=O)c1ccccc1F
→ 0	-6	2	-6	-8	-12	-17	12
COc1ccccc1CNC(=O)Cc1ccc(C)cc1
→ -2	3	-3	2	5	-4	2	6
Cc1ccc(NC(=O)CSC2=Nc3ccccc3C3CC=NN23)c(C)c1 (configuration not stated)
→ -4	-6	-1	2	-8	-3	-14	8
CCOC(=O)CC1(NC(=O)c2cc(COc3cccc(OC)c3)on2)CCCCC1
→ 2	-4	20	-2	-11	-4	-4	10
COc1cccc(CC(NC(C)=O)C(=O)NC2CCN(c3nc(C)cc(C)c3C#N)CC2)c1 (configuration not stated)
→ -12	0	13	0	11	4	7	i
CC(=O)Nc1ccc(-c2csc(NCCc3ccccc3)n2)cc1
→ -8	2	1	-4	13	-4	-8	12
CSc1nnc(Cc2cc(=O)[nH]c(=O)[nH]2)n1-c1cccc(C)c1
→ 8	-6	-6	7	-6	7	-4	10
COc1ccc(OC)c(NC(=O)NCc2cccnc2)c1
→ 1	-2	5	-2	-1	0	-3	8
O=C(Nc1nc2ccc(F)cc2s1)C1CC(=O)N(c2ccc3c(c2)OCCO3)C1 (configuration not stated)
→ -5	-6	10	-12	4	13	-8	7

Ordered by molecular weight (smallest number first): 3 of the compounds above.
Below each compound: SENP1 inh	APOBEC3G inh	Apaf-1 inh	UBC13 inh	SENP7 inh	SENP8 block-1	SENP6 block	SENP8 block-2
CSc1nnc(Cc2cc(=O)[nH]c(=O)[nH]2)n1-c1cccc(C)c1
→ 8	-6	-6	7	-6	7	-4	10
COC(=O)COc1cc(=O)oc2ccc(NS(=O)(=O)c3ccccc3)cc12
→ 3	-3	1	31	3	0	-15	-39
O=C(Nc1nc2ccc(F)cc2s1)C1CC(=O)N(c2ccc3c(c2)OCCO3)C1 (configuration not stated)
→ -5	-6	10	-12	4	13	-8	7

Carrying on:
Below each compound: SENP1 inh	APOBEC3G inh	Apaf-1 inh	UBC13 inh	SENP7 inh	SENP8 block-1	SENP6 block	SENP8 block-2
Cc1c(CNC2CCC(C)CC2)c(C(=O)O)c(C)n1Cc1ccccc1 (configuration not stated)
→ 2	-2	2	-4	12	3	-16	9
COc1cccc2cc(C(C)N(CCCN3CCOCC3)C(=S)Nc3cc(C)cc(C)c3)oc12 (configuration not stated)
→ 3	-1	4	-1	8	-4	14	12
CCN(CCn1cccn1)Cc1c(C(=O)N2C[C@@H](C)O[C@@H](C)C2)nc2ccc(Cl)cn12
→ -1	-9	4	-2	-3	-8	-7	4
c1ccc(-n2nnc3ccccc32)nc1
→ 0	-8	-3	3	-6	-7	8	18
COc1cccc(NC(=O)c2ccccc2OCc2c(C)noc2C)c1
→ 2	1	8	0	5	0	4	8
COc1ccc(CCC(=O)NCc2cn3ccccc3n2)cc1
→ -10	-6	-7	3	2	-5	-16	-40
N#CC(C(=O)c1ccco1)c1ccccn1 (configuration not stated)
→ -13	-1	-1	-2	3	-11	-3	-17
Cc1ccc2nc3c(c(Nc4cccc(O)c4)c2c1)CCC3
→ -7	2	4	1	5	-1	-1	-52
C[C@H](CO)N1C[C@H](C)[C@@H](CN(C)C(=O)NC2CCCCC2)Oc2ccc(NC(=O)Cn3cnnn3)cc2C1=O
→ 0	-7	8	-6	-4	-2	-7	13
Cc1cccc(C2=NN(c3ccccc3)[C@@H](C(=O)N3CCOC3=O)[C@@H]2c2ccc([N+](=O)[O-])cc2)c1
→ 2	1	17	.	6	.	.	12
CC1(C)N([O-])C(c2cccs2)=C[N+]1=O
→ -5	-8	-15	-3	3	0	9	15
CSc1ccccc1NC(=O)C1CCCO1 (configuration not stated)
→ 0	-3	-14	12	2	4	-6	21
Cc1ccc(S(=O)(=O)c2nc(S(=O)(=O)c3ccc(C)cc3)c(N3CCN(CCO)CC3)s2)cc1
→ 3	-4	14	4	-17	-18	-2	17
O=C(NCCc1nc2ccccc2[nH]1)c1cccc(Br)c1
→ -1	-8	1	6	10	-5	-9	6
Cc1nc2ccc(F)cc2cc1C(=O)Nc1cccc(Cl)c1C
→ 0	-4	-3	4	-3	-9	-11	7
CCOc1ccc(C2C(C(=O)c3ccco3)=C(O)C(=O)N2Cc2cccnc2)cc1 (configuration not stated)
→ 1	-6	7	-12	7	-1	-3	5
CCN(CC)CC(=O)N1CCCC(N2CCN(c3cccc(C(F)(F)F)c3)CC2)C1 (configuration not stated)
→ 0	2	13	-1	-5	-10	-15	6
O=C(O)C1CC=CCC1C(=O)Nc1ccc2c(c1)OCCO2 (configuration not stated)
→ 1	-1	-8	-1	6	-1	0	13
Cc1ccc(NC(=O)CN(C)S(=O)(=O)c2cccs2)cc1F
→ -1	1	2	5	-4	-4	-8	3
c1ccc(CSc2ncn[nH]2)nc1
→ 3	-4	-2	-1	4	0	-3	2
CC[C@@]1(C(=O)OC)N[C@H](CN(C)C(=O)Nc2ccc(Cl)cc2)[C@@H]2C(=O)N(C)C(=O)[C@@H]21
→ -1	-6	-8	-18	-6	-10	-14	9
O=C(Nc1c(F)cc(F)cc1Br)c1cc2nc(C(F)F)cc(C(F)F)n2n1
→ 0	-5	17	-4	3	1	-27	-19
O=C(COc1ccc(S(=O)(=O)N2CCOCC2)cc1)NCCCn1ccnc1
→ 1	-10	3	-2	-4	-4	-13	14
CCOC(=O)c1cnc(SCC(=O)OCC(=O)N(CC)C2CCS(=O)(=O)C2)nc1N (configuration not stated)
→ 2	-2	0	4	-1	17	7	4
CCOCCCNC(=O)C(c1ccc(C)cc1)N(Cc1cccs1)C(=O)c1ccccn1 (configuration not stated)
→ -2	-3	0	-5	6	-1	-12	21
Cc1ccc(C(=O)Nc2ccc(CC(=O)O)cc2)o1
→ 2	-2	-10	10	8	4	15	11
O=C(O)Cn1c(-c2ccccn2)nc2ccccc21
→ 0	-9	-15	0	-8	-3	5	-60
Cc1ccc(O)c(NC(=O)c2cc3nc4c(c(C(F)(F)F)n3n2)CCc2ccccc2-4)c1
→ 1	-4	-9	-30	0	10	22	-6
Cc1cccc(C(=O)NCC(=O)OCC(=O)c2ccc(Br)s2)c1
→ 2	-6	8	-4	0	-11	-2	7
CS(=O)(=O)N(CC(=O)Nc1cccc([N+](=O)[O-])c1)c1ccccc1
→ 0	-7	-1	5	-4	-8	-16	6
COc1ccc(C(=O)NC2CCCN(Cc3ccc(Cl)cc3)C2)c(OC)c1 (configuration not stated)
→ -2	-19	-3	10	-4	1	-6	10
COc1ccc(C)cc1NC(=O)C(Sc1nnc(-c2cccs2)o1)c1ccccc1 (configuration not stated)
→ 0	-2	-8	0	4	12	32	17
O=C(O)c1ccc(N/N=C/c2cccc(C(F)(F)F)c2)cc1
→ 1	-5	5	-7	46	66*	74*	-55
O=C(Nc1cccc2ncccc12)c1cc(Br)ccc1Cl
→ 1	-1	-1	-2	-1	0	-6	4
COc1ccc(NC(=O)c2cccc(S(=O)(=O)N3CCN(C)CC3)c2)c(OC)c1
→ -2	-7	4	0	17	1	-8	5
CC(C)Oc1ccc(-c2cc(C(=O)NCCN3CCOCC3)c3ccccc3n2)cc1
→ 0	2	12	5	1	-7	14	i
N/C(=N\OC(=O)Cc1ccc([N+](=O)[O-])cc1)c1cccc(Br)c1
→ 1	-4	-1	-2	5	9	-14	21
COc1ccccc1NC(=O)CN1CCN(c2ccccc2OC)CC1
→ 1	-5	-10	20	4	-2	7	2
Cc1ccccc1OCC(O)CN1CCN(CCN2C(=O)c3cccc4cccc(c34)C2=O)CC1 (configuration not stated)
→ 4	4	23	50*	5	-5	-6	-6
Cc1cc(C(=O)N/N=C/c2ccc([N+](=O)[O-])cc2)c2ccccc2n1
→ 2	-7	-8	-10	-7	-10	-13	28
CC(C(=O)NCc1ccc2c(c1)OCO2)N1c2cccc3cccc(c23)S1(=O)=O (configuration not stated)
→ 0	-4	9	10	-5	-5	-12	-290
N=c1sccn1CC(=O)NC(c1ccccc1)c1ccccc1
→ 1	1	-11	-5	2	3	21	7
COc1ccc(NC(=O)C2CCCN(c3c4c(nc5ncnn35)CCC4)C2)cc1OC (configuration not stated)
→ 0	-6	-6	-19	2	-5	-6	1
COc1ccc(OCC(=O)N2CCC(Cc3ccccc3)CC2)cc1
→ 0	-5	14	4	4	-1	0	11
O=C(CSCc1ccc(Cl)c(Cl)c1)Nc1c[nH]c(=O)[nH]c1=O
→ 0	-1	-3	2	0	9	12	13
O=C(NCc1ccccn1)c1ccc(N2CCCC2=O)cc1
→ 1	1	-3	5	2	4	1	10
COc1cc(C)c(NC(=O)C(=S)NCc2ccccc2)cc1C
→ 0	3	3	-3	14	7	24	14
CC1(C)Cc2ccccc2-c2nnc(-c3ccc(O)cc3)n21
→ 2	-9	3	-12	-5	-8	-12	10
O=C1CCN(S(=O)(=O)c2ccc(Br)cc2)CCN1
→ -2	-13	-22	9	-13	0	-12	10
Nc1ccc(Sc2nc3ccccc3[nH]2)cc1
→ 1	-12	-4	14	7	-6	-4	21
O=C(O)c1c(Cl)c(Cl)c(Cl)c(Cl)c1C(=O)N1CCCC1
→ 1	-1	5	1	7	3	5	9
CCOC(=O)c1c(C(C#N)C#N)cc(C)nc1C
→ -1	-1	13	-12	14	4	-6	14
CSc1ccc(S(=O)(=O)N2CCC(C(=O)NCc3cccnc3)CC2)cc1
→ 1	-8	5	4	-4	-1	-4	1
CC(C)c1cccc(C(C)C)c1OCCCCCN1CCOCC1
→ -1	-7	-10	9	4	7	-1	7
Cc1ccc(Nc2nc(NCC3CCCO3)nc(N)c2[N+](=O)[O-])cc1C (configuration not stated)
→ 2	-9	-7	-8	-1	-1	0	21
O=C1[C@H]2[C@@H](c3ccc(Cl)cc3)N3C(=O)N(c4cccc(Br)c4)C(=O)[C@@]3(Cc3ccc(Cl)cc3)[C@H]2C(=O)N1C1CCCCC1
→ 2	-4	26	-59	3	3	0	8
Cc1ccsc1CNC12CC3CC(CC(C3)C1)C2
→ 3	-14	-30	17	-1	-1	-5	24
Cc1c(Cl)cccc1-n1c(-c2cccnc2)n[nH]c1=S
→ -3	24	-6	6	-6	1	8	-18
O=C(O)C12CC3CC(C1)CC(n1ncc(NCc4ccco4)c(Cl)c1=O)(C3)C2
→ 12	0	0	1	-9	-5	-9	24
